From PubChem
C8 TRAIL sens = viability loss with TRAIL in NB7+C8 cells, primary screen, TRAIL sensitizer project, cell-based, ATPlite luminescence; inhibition (viability loss, TRAIL sensitization), % at 10 µM; hit rate 1% among 360,000;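 active = compounds causing at least 50% loss of cell viability in the single-dose screen, relative to plate controls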
SRC3 inh = SRC3 coactivator transcriptional activity inhibitors, primary screen, cell-based, luminescence; Nuclear receptor coactivator 3 (Homo sapiens), Q9Y6Q9; HEK293 GAL4-SRC3 luciferase reporter; inhibition, % at 3.6 µM; hit rate 0.17% among 360,000; AID 588352, 2011;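 active = inhibition above a per-campaign cutoff, the mean of all compounds plus 3 SD, cut at about 60% in these data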;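 note: 0% = DMSO-treated cells and 100% = gossypol-treated cells at 36 µM; higher means less SRC3-driven luciferase light from the GAL4 reporter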
SRC2 inh = inhibition of GAL4-SRC2 driven luciferase reporter, primary screen, SRC2 inhibitor project, cell-based, luminescence; Nuclear receptor coactivator 2 (Homo sapiens), Q15596; HEK293 GAL4-SRC2 luciferase reporter; inhibition, % at 9 µM; hit rate 0.17% among 370,000;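 active = inhibition above the mean inhibition of all tested compounds plus 3 SD, set per campaign, cut at about 52% in these data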;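 note: 0% = DMSO treated cells and 100% = cells given Gossypol at 36 µM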
SRC1 inh = SRC1 coactivator transcriptional activity inhibitors, primary screen, cell-based, luminescence. hit rate 0.12% among 360,000. inhibition, % at 3.6 µM. Nuclear receptor coactivator 1 (Homo sapiens), Q15788. HEK293 GAL4-SRC1 luciferase reporter;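 active = inhibition above the campaign mean plus 3 SD, with each screening campaign given its own cutoff, cut at about 60% in these data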;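 note: 0% = DMSO treated cells and 100% = gossypol at 36 µM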
TLR9-MyD88 inh = inhibitors of TLR9-MyD88 association in cells, primary screen, cell-based, CHO, BLA complementation, fluorescence; Toll-like receptor 9 (Homo sapiens) + Myeloid differentiation primary response protein …; CCF4 FRET ratio; inhibition, % at 4.98 µM; hit rate 0.21% among 340,000; AID 504734, 2011;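 active = inhibition above the mean over all tested compounds plus 3 SD, cut at about 21% in these data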;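 note: 0% = DMSO only wells and 100% = clavulanate BLA inhibitor control wells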
COUP-TFII inh = NR2F2 transcriptional activity inhibitors, primary screen, cell-based, luciferase reporter, HEK293T, luminescence; HEK293T NGFI-A luciferase reporter; inhibition, % at 8.6 µM; hit rate 0.7% among 370,000;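 active = inhibition above a per-plate cutoff, mean inhibition of test wells between control levels plus 3 SD, cut at about 38% in these data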;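 note: cells cotransfected with COUP-TFII expression vector driving the NGFI-A reporter; 0% = median of COUP-TF2 test wells and 100% = reporter-only cells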
NOD2 RIPK2 PPI = NOD2-RIPK2 binding disruptors in cells, primary screen, fluorescence, CHO cells, BLA complementation. CCF4 ratio. inhibition, % at 4.98 µM. hit rate 0.38% among 360,000; in the data active = inhibition above about 21%;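 note: 0% = vehicle only and 100% = reference blocker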
Target sequence (O43353 whole entry, looked up): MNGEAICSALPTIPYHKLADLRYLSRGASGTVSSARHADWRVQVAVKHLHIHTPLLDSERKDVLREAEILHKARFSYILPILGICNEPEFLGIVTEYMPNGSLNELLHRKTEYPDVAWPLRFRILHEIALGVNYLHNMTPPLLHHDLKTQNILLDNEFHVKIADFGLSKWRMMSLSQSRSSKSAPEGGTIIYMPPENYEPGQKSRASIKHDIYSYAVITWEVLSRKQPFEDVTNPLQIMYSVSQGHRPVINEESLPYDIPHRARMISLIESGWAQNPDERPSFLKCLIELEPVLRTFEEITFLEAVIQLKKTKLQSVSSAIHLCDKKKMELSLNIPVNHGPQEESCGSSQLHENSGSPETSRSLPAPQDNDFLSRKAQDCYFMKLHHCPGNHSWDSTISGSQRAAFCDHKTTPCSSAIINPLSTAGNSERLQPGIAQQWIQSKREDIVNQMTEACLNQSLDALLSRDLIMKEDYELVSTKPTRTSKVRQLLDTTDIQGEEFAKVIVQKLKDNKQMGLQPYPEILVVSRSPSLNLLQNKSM
LMP1 NFkB inh = EBV LMP1-driven NF-kappaB luciferase reporter inhibitors, primary screen, cell-based, luminescence, single point | LMP1-induced NF-kappaB luciferase reporter cells | inhibition, % at 12.5 µM | hit rate 0.69% among 350,000; in the data active = inhibition above about 41%; inconclusive = no clear call, values can overlap the other calls;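 note: 0% = neutral control wells and 100% = reference inhibitor control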
Vif imaging = HIV Vif self-association inhibitors, primary screen, imaging, HEK293T, single point | HEK293T cells, Vif self-association by quenched fluorescence, 24 h | inhibition, % at 7.49 µM | hit rate 0.35% among 340,000; in the data active = inhibition above about 50%, passing the limit was not always enough; inconclusive = no clear call, values can overlap the other calls; inactive = below about 31%; note: some results filed as inactive read as strong as hits
TROY signal inh = inhibitors of TROY-driven NF-kB signaling, primary screen, Q293 LMP1-TROYcd cells, NF-kB luciferase, uHTS | Q293 LMP1-TROYcd NF-kB luciferase reporter, 4 h | inhibition, % at 10 µM | hit rate 0.98% among 360,000;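 active = compounds whose plate-normalised and pattern-corrected inhibition of the luciferase reporter signal at the single screening dose is 50% or more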
LRH-1 inv ag = LRH-1 (NR5A2) inverse agonists, primary screen, cell-based, luminescence, HEK293T, StAR-luciferase reporter | hit rate 0.13% among 360,000 | AID 602396, 2012 | LRH-1 transfected, 24 h | inhibition, % at 3.6 µM | Nuclear receptor subfamily 5 group A member 2 (Homo sapiens), O00482;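 active = inhibition above the mean inhibition of all tested compounds plus 3 SD, cut at about 73% in these data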;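 note: 0% = DMSO wells and 100% = reporter-only cells lacking LRH-1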
Target sequence (O00482 whole entry, looked up): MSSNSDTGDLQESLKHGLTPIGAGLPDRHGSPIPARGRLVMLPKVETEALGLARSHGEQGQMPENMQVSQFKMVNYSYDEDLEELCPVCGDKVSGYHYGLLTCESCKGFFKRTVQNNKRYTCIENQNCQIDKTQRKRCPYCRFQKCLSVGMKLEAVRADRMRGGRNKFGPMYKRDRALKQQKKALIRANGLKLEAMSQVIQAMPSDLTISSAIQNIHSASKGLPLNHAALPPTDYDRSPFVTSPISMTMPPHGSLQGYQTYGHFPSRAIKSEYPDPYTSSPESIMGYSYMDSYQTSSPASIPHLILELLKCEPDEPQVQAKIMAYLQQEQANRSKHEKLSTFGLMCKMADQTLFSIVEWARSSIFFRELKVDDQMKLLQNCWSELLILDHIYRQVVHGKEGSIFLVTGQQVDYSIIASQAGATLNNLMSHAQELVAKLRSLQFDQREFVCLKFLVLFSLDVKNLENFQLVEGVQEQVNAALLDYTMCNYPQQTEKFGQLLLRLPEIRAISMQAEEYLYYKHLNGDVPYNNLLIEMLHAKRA
Active calls of the source: *; ? = inconclusive; nt = no result given. These rows are one share of the data (hit frequency here may not be typical).

SMILES	C8 TRAIL sens	SRC3 inh	SRC2 inh	SRC1 inh	TLR9-MyD88 inh	COUP-TFII inh	NOD2 RIPK2 PPI	LMP1 NFkB inh	Vif imaging	TROY signal inh	LRH-1 inv ag
O=C(c1ccc(CS(=O)(=O)c2ccc(Br)cc2)o1)N1CCC2(CC1)OCCO2	19	8	3	-9	-2	-8	-9	3	-1	-16	19
CC(=O)NC1=C(N2CC2C)C(=O)C(NC(C)=O)=C(N2CC2C)C1=O (stereo not drawn)	-3	4	13	11	5	-1	-19	0	15	-6	-4
CN1C(=O)C(Cc2nc3ccccc3c(=O)n2-c2ccccc2)c2ccccc21 (stereo not drawn)	-7	16	-24	1	1	-5	1	-3	-13	4	2
Cc1ccc(CN2CCCN(Cc3ccc(C)cc3)S2(=O)=O)cc1	-17	1	-18	-19	6	-1	-6	-5	nt	0	-1
COc1ccc(-n2nnnc2C(c2cccs2)N2CCC3(CC2)C(=O)NCN3c2ccccc2)cc1 (stereo not drawn)	6	7	5	-2	nt	0	-20	nt	0	16	8
O=C1C2C3CCC(O3)C2C(=O)N1c1cccc(F)c1 (stereo not drawn)	-6	-5	-20	8	nt	-2	-12	nt	5	-27	10
Cc1cc(OCC(=O)NC(Cc2ccc(Cl)cc2)C(=O)O)c2c3c(c(=O)oc2c1)CCCC3 (stereo not drawn)	5	-17	1	-3	6	0	-15	0	9	-7	14
CN1CCC2(CC1)NC(=O)C1=C(CN(C)CC1)N2	0	9	-11	8	-5	10	-11	-3	0	13	5
COC(=O)C1=C(c2ccc(OCc3ccccc3)cc2)C[C@@H]2CC[C@H]1N2C(=O)NC1CCN(Cc2ccccc2)CC1	25	31	nt	-12	0	nt	-1	-1	-9	15	-22
CCOc1ccc(-n2c(O)c(N=Nc3c(C)n(C)n(-c4ccccc4)c3=O)c(=O)[nH]c2=O)cc1	-16	2	-13	-7	nt	-8	-10	2	-4	-16	-2
CCOC(=O)[C@]12Cc3cc(OC)ccc3[C@H]1N(Cc1ccccc1)C(=O)c1ccccc12	5	-9	-9	6	2	-17	4	-2	1	-7	11
CC(C)=CCSc1nnc([C@@H](N)Cc2c[nH]c3ccccc23)o1	-9	-7	-12	12	3	11	-2	7	nt	-22	10
CNC(=S)N1CCN(CCN=Cc2c(O)n(-c3ccc(C)cc3)c(=S)[nH]c2=O)CC1	21	10	14	16	-4	19	-6	1	-3	12	1
Cn1c(O)c(C=Nc2ccc(Br)cc2)c(=O)n(C)c1=O	-2	1	20	-23	0	11	-5	-26	-4	-46	9
CC(C)(C)N(NC(=O)c1ccccc1)C(=O)c1ccccc1	4	18	-32	-4	-4	-17	10	7	6	19	20
N#CCC(=O)NN1Cc2ccccc2C1=N	4	14	-5	1	6	3	7	-4	-2	9	8
COc1ccccc1N1CCN(Cc2ccccc2)CC1	15	1	-8	13	-11	9	8	3	-1	-11	0
COc1cc(C2NCc3ccccc3-n3cccc32)ccc1O (stereo not drawn)	-12	-9	-22	8	-54	7	-3	-8	5	10	-2
OC(CCNCCc1c[nH]c2ccccc12)C(F)(F)F (stereo not drawn)	5	-13	-5	12	-1	5	-10	-2	-1	11	5
Cc1ccc(-n2c(O)c(/C=N/N3CCCCCC3)c(=O)[nH]c2=O)cc1C	-18	10	4	-2	nt	-6	-5	nt	-4	18	-8
Cc1ccc2nc(N3CCC(C(=O)N4CCC5(CC4)OCCO5)CC3)sc2c1	1	-41	3	-51	5	-7	3	7	-8	-8	-104
CN1C(=O)c2ccccc2NC(=O)C1Cc1ccccc1 (stereo not drawn)	1	30	-15	4	-22	-25	2	1	-7	-16	-2
COc1ccc(-n2nnnc2C(c2ccccc2OC(F)(F)F)N2CCC3(CC2)C(=O)NCN3c2ccccc2)cc1 (stereo not drawn)	8	11	-8	10	nt	9	-3	nt	-6	29	-2
COc1ccc2nc(/N=C/c3c(O)n(-c4cccc(Cl)c4)c(=O)[nH]c3=O)sc2c1	16	6	-68	-26	3	-10	-3	-2	2	-50	-46
c1cncc(C2Nc3cccc4cccc(c34)N2)c1	-6	-10	5	-14	-14	-2	1	8	18	-17	11
COC(=O)CCCNC(=O)CN1CC(c2ccccc2)CC1=O (stereo not drawn)	-9	-4	-41	-11	2	-4	-4	0	2	15	-16
CC12CC(=O)C3C(CCC4CC=CCC43C)C1CCC2=O (stereo not drawn)	-7	-12	24	1	-1	11	0	3	11	-4	-12
COc1ccc(/C=N\N=C(N)N)cc1	-2	12	-2	-12	1	7	0	0	-1	-2	-13
COc1ccc(-c2cc(-c3ccccc3)[n+](C)c(-c3ccccc3)c2)cc1	36	70*	-15	46	7	46*	-5	10	-24	43	74*
NC(=O)Cn1cc(C=C2C(=O)NC(=O)NC2=O)c2ccccc21	-16	0	-1	12	3	16	-2	5	-4	18	0

Limited to C8 TRAIL sens and TROY signal inh, for 4 of the compounds above:
structure,C8 TRAIL sens,TROY signal inh
OC(CCNCCc1c[nH]c2ccccc12)C(F)(F)F (stereo not drawn),5,11
Cc1ccc(-n2c(O)c(/C=N/N3CCCCCC3)c(=O)[nH]c2=O)cc1C,-18,18
Cc1ccc2nc(N3CCC(C(=O)N4CCC5(CC4)OCCO5)CC3)sc2c1,1,-8
CN1C(=O)c2ccccc2NC(=O)C1Cc1ccccc1 (stereo not drawn),1,-16

More structures
SMILES	C8 TRAIL sens	SRC3 inh	SRC2 inh	SRC1 inh	TLR9-MyD88 inh	COUP-TFII inh	NOD2 RIPK2 PPI	LMP1 NFkB inh	Vif imaging	TROY signal inh	LRH-1 inv ag
COc1cc2c(cc1OC)C1C(=O)c3ccc4c(c3OC1CO2)CC(C(C)C)O4 (stereo not drawn)	30	20	24	31	1	73*	-14	17	-19	33	45
CC1CCN(CC(=O)c2ccc3c(c2)OCCO3)CC1	15	-114	-32	-138	5	-57	-10	-8	-5	30	-106
CC1CCOC(=O)C=CC=CC(=O)OC2CC3OC4C5OC5(C)C(O)CC4(COC(=O)C1O)C2(C)C31CO1 (stereo not drawn)	69*	93*	73*	96*	-4	92*	28*	87*	-12	86*	98*
COC(=O)C1=C(c2ccc(OCc3ccccc3)c(F)c2)C[C@@H]2CC[C@H]1N2C	9	13	-8	-3	0	24	1	-10	-3	52*	10
CCOC(=O)C(C)(CC)NC(=O)CSP(=S)(OCC)OCC (stereo not drawn)	0	4	12	6	-3	14	0	4	?	-17	-7
c1ccc(P(c2ccccc2)c2ccccn2)cc1	6	11	-12	-1	2	19	3	0	14	-14	9
CC(C)n1c(=O)c(C=Nc2ccc(Br)cc2)c(O)n(Cc2ccco2)c1=O	0	5	8	15	-7	-4	-2	-9	0	1	6
OCCCCO	-19	1	3	2	-2	-25	-1	-3	-2	0	5
CC(=O)NCC1=C(c2cccc3ccccc23)C[C@@H]2CC[C@H]1N2Cc1ccco1	-2	-11	-10	-4	6	-5	-5	-5	-1	7	-3
COC(=O)C1=C(c2ccc(F)cc2OCc2ccccc2)C[C@@H]2CC[C@H]1N2C(=O)NCc1cccc(F)c1	-4	-25	-4	10	-3	7	2	-5	-11	2	18
CCOc1ccc(-n2c(O)c(/C=C3\C=Nc4ccccc43)c(=O)[nH]c2=O)cc1	4	-1	4	-1	1	-15	1	-2	-1	-32	8
Cc1cc(C(=O)Nc2ccc3c(c2)OCCO3)nn1C(C)(C)C	5	-82	-48	-463	-2	-20	-2	?	8	-23	-132
CC1=[N+]([O-])C2(N)CCc3nonc3C2(O)C1 (stereo not drawn)	-1	-6	-4	-30	-3	0	-7	-4	0	5	-10
N#CC1c2ccccc2-n2nncc2CN1C(=O)c1ccccc1F (stereo not drawn)	-4	2	-1	4	nt	-14	10	nt	-1	7	-11
O=C(c1ccccc1)C1NC1c1ccccc1 (stereo not drawn)	11	-2	-29	-18	-6	-12	5	-24	11	-17	-22
CCCNc1nc(OC)nc(N2CC3CC(C2)c2cccc(=O)n2C3)n1 (stereo not drawn)	12	-5	2	-140	-4	1	4	-4	-3	-13	5
CCOP(=O)(OCC)OCC	-3	-10	8	-57	2	5	-3	-7	1	0	4
CCNCC1(c2ccc(OC)c(OC)c2)CCCC1	5	17	-1	-9	-4	6	-12	-1	38	7	5
O=C(Nc1ccc2ccccc2c1)N1C[C@H]2C[C@@H](C1)c1cccc(=O)n1C2	15	16	8	-5	-4	-4	-4	-2	-1	-1	12
C=C[C@H]1CN2CC[C@H]1C[C@H]2[C@H](O)c1ccnc2ccccc12	25	-11	-28	7	6	21	3	-4	6	10	-15
O=C(O)c1cn(Cc2ccccc2)nc1-c1ccccc1	-6	11	9	-11	-1	6	-15	12	15	5	-3
CC(=O)N1N=C2C3CCN(CC3)C2C1c1ccc(F)cc1 (stereo not drawn)	4	-10	-24	8	-1	4	-10	1	-1	-10	23
COc1ccccc1-n1c(O)c(C=NCCN2CCNCC2)c(=O)[nH]c1=O	-13	0	-3	-36	-5	-12	-7	-1	18	8	3
CCOP(=S)(OCC)N1CCOCCOCCN(P(=S)(OCC)OCC)CCOCCOCC1	0	22	-9	6	5	20	2	-8	-2	12	6
CCOC(=O)c1c(C)n(C(C)C)c2ccc(OC)cc12	2	20	5	-4	-3	-21	13	4	7	-1	-1
C[n+]1c(-c2ccccc2)cc(-c2ccc(O)cc2)cc1-c1ccccc1	4	5	-5	-9	20	-4	-2	-10	15	11	16
Nc1c(C(=O)NC2CCCC2)c2nc3ccccc3nc2n1CC1CCCO1 (stereo not drawn)	-2	5	32	0	-14	4	-8	8	-21	13	24
Cc1cc(Cc2c(O)[nH]c(=S)[nH]c2=O)ccc1OC(C)C	-5	-22	13	-18	-5	9	2	4	-1	-3	6
COc1cc(CN2CCCC(C(=O)c3sccc3C)C2)cc(Cl)c1O (stereo not drawn)	0	7	-12	-6	0	-4	4	-2	1	9	2
Cc1cc(OC(=O)N(C)C)n(-c2ccccc2)n1	-8	8	-10	-13	-5	-5	2	5	13	49	1
CC(=O)N1CCC(N2CCCC(C(=O)c3cccc(Cl)c3)C2)CC1 (stereo not drawn)	2	12	-20	6	-1	-10	-6	0	16	-5	10
Cc1nn(Cc2ccccc2)c(Cl)c1C(=O)NC1CCCc2ccccc21 (stereo not drawn)	0	17	-15	8	3	7	3	1	-10	18	-9
O=C(c1cc2ccccn2n1)N1CCC2(CC1)OCCO2	-5	13	-7	-15	1	26	1	-3	0	-8	-1
